# Source: PubChem BioAssay
# HSF1 inh: HSF1 inhibitors in luciferase reporter cells, primary screen, cell-based, NIH3T3, luminescence | NIH3T3-HGL HSE-luciferase, MG132-induced, luminescence 8 h; stronger effect = lower value | activity change, negative = inhibition, % at 7.5 µM (by protocol) | 300,000 compounds, 0.77% hits;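 active means more than half of replicate wells show activity change below -50%, luminescence cut by over half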;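 further: luciferase reports HSF-1 transcriptional activity via heat shock element; 0% = median of DMSO wells and -100% = zero luminescence signal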
# aSyn 5UTR inh: MLPCN primary screen, SNCA 5' untranslated region; inhibition, % (tested at 7.5 µM); 300,000 compounds, 0.82% hits; AID 1813, 2009; alpha-synuclein 5'UTR reporter, inhibitor activity; in the data active means inhibition above about 60%;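 further: H4 neuroglioblastoma cells stably carrying SNCA 5'UTR luciferase fusion; 0% = DMSO wells and 100% = positive control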
# GSK3 alpha inh: blockers of GSK3A enzyme activity – biochemical, luminescence, cell-free homogeneous, HTS, primary screen. GSK-3 alpha kinase, ADP-Glo luminescence, 60 min. inhibition, % at 10 µM. 320,000 compounds, 0.1% hits. AID 2650, 2010;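 in the data active means inhibition above about 50%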;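 further: GST-tagged GSK-3 alpha with peptide substrate and 25 µM ATP; 0% = DMSO neutral wells and 100% = GW8510 positive control wells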
# Target sequence (P49840 whole entry, looked up): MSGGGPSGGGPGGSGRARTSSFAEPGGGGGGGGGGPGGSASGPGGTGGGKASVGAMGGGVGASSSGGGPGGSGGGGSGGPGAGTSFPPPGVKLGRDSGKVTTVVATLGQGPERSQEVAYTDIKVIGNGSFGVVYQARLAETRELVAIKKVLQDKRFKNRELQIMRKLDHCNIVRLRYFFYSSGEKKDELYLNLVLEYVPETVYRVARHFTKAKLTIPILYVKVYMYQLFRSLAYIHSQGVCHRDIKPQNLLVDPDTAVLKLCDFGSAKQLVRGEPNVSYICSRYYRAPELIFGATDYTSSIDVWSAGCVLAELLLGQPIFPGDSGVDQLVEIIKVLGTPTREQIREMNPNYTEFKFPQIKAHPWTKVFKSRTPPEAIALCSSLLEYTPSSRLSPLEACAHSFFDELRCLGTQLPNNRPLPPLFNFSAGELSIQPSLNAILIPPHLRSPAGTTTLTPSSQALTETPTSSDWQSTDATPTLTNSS
# IEC-6 tox: cytotoxicity in IEC-6 intestinal epithelial cells, primary screen, cytotoxicity control for KLF5 inhibitor project, cell-based, luminescence | IEC-6 cytotoxicity, luminescence viability | inhibition, % at 5 µM | 290,000 compounds, 0.78% hits | AID 1825, 2009; in the data active means inhibition above about 22%;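 further: 0% = plate median of test compound wells and 100% = cytotoxic reference compound wells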
# AI-2 QS modul: Vibrio harveyi AI-2 quorum sensing modulators, primary screen, JMH597 strain, luminescence/OD600 ratio; AID 2094, 2009; 300,000 compounds, 0.4% hits; activity change, % at 7.5 µM; Vibrio harveyi JMH597 AI-2 luminescence/OD600 ratio, 9 h; stronger effect = lower value; strain lacks LuxN and CqsS sensors; 0 = neutral-control median; in the data active means activity change below about -75%, passing the limit was not always enough;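 further: luminescence divided by OD600 gain over 9 h not by final OD600 alone; inactives centre near 13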
# HIF activator: HIF pathway transcriptional activators, primary screen, cell-based, U2OS HRE-luciferase, luminescence; U2OS HRE-luciferase reporter; normalized: DMSO 0%, desferrioxamine 100%; activation, % at 7.5 µM (by protocol); 300,000 compounds, 0.32% hits; AID 1910, 2009;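 active means mean activation of at least 10% of the iron chelator positive control signal, with at least half of replicates also reaching 10%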
# GSK3beta inhib: human GSK3beta kinase inhibitors, primary screen, biochemical, cell-free homogeneous, HTS; Glycogen synthase kinase-3 beta (Homo sapiens), P49841; GST-GSK3beta kinase, ADP-Glo luminescence, 60 min; stronger effect = lower value; activity score (negative = inhibition), % at 10 µM; 300,000 compounds, 0.038% hits; AID 2097, 2009;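 active means more than half of replicate wells score below -50%, meaning over 50% inhibition versus plate controls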;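 further: 0% = median DMSO wells and -100% = median GW8510 positive control wells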
# Target sequence (P49841 whole entry, looked up): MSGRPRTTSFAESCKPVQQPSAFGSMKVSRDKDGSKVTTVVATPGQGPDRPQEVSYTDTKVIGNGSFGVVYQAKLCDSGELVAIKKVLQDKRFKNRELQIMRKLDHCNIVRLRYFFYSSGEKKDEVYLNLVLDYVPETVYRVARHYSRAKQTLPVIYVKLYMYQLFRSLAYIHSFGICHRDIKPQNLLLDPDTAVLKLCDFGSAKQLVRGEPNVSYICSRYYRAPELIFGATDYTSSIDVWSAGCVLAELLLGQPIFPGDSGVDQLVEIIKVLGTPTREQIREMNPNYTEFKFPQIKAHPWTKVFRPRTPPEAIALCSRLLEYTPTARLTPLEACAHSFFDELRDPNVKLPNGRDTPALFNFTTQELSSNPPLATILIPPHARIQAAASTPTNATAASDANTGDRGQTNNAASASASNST
#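 test system = GST-tagged human GSK3beta kinase, cell-free | reagent = 25 µM ATP with peptide substrate | dosing = one dose of 10 µM per compound | schedule = 60 min reaction, RT | detection = luminescent ADP-Glo measurement of ADP formed | control set = DMSO neutral wells and GW8510 at 20 µM as positive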
# HSP90 inh: HSP90 inhibitors, primary screen, cell lysate, luminescence. Heat shock protein HSP 90 (rabbit reticulocyte lysate; luciferase refolding). Rabbit reticulocyte lysate, luciferase refolding luminescence, 3 h. 290,000 compounds, 0.91% hits. AID 1789, 2009. inhibition, % at 5.6 µM;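 active means inhibition above the screen-wide mean plus 3 SD, computed separately per campaign, cut at about 16% in these data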;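 further: 0% = DMSO wells and 100% = 60 µM geldanamycin wells; inhibitors lower the luminescence because luciferase stays unfolded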
# KLF5 inh: KLF5 expression inhibitors, primary screen, DLD-1 cells, luminescence; DLD-1 KLF5 promoter-luciferase reporter; 290,000 compounds, 0.23% hits; inhibition, % at 5 µM;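 active means inhibition above a per-plate limit of that plate's mean compound inhibition plus 3 SD, cut at about 60% in these data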;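 further: 0% = DMSO wells and 100% = LY294002 at 200 µM; higher means less KLF5 promoter-driven luciferase light; inactives centre near -14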
# HSF1 activator: HSF-1 activators, primary screen, NIH3T3-HGL cells, MG132 stress, luminescence, single point. NIH3T3-HGL HSF-1 luciferase reporter, 8 h; 100% = twice DMSO control signal. activation, % at 9 µM. 300,000 compounds, 1.7% hits;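 active means mean replicate activation of at least 50% with a set share of replicates each reaching 50%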;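 further: 0% = median of the neutral control wells and 100% = twice that signal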
# Active calls of the source: *; · = not tested or not shown.
SMILES,HSF1 inh,aSyn 5UTR inh,GSK3 alpha inh,IEC-6 tox,AI-2 QS modul,HIF activator,GSK3beta inhib,HSP90 inh,KLF5 inh,HSF1 activator
COC(=O)[C@@]1(Cc2ccc(F)cc2)[C@H]2c3cc(C(=O)N(C)C)n(Cc4ccccn4)c3C[C@H]2CN1C(=O)c1ccccc1,·,·,2,-1,·,·,·,-3,-26,·
O=C(CN1CCCCC1)Nc1ccc(F)c(Cl)c1,-1,-30,1,-2,4,0.2,-2,6,-3,18
CCc1cccc(CC)c1NC(=O)C1SC(=Nc2ccccc2C)C(c2nc3ccccc3s2)=C1N (stereo not drawn),6,-20,-3,-1,14,1.5,2,-1,-41,14
O=C(NCCc1ccccc1)c1cnc2ccccn2c1=O,12,-73,2,3,5,1.5,0,7,-94,19
COC(=O)c1ccc(NC(=O)CSc2nnc(C)n2-c2ccccc2)cc1,3,-3,-1,1,29,-0.3,4,-2,-10,6
CN(CC(=O)Nc1ccc2c(c1)OCCO2)S(=O)(=O)c1ccc(Br)s1,-6,-20,-3,3,18,-0.2,2,-1,-18,-13
O=S(=O)(c1ccccc1)c1ncc(C(F)(F)F)cc1O,-2,3,-6,-5,37,-0.1,4,0,-14,-10
CC(=O)c1cccc(NC(=O)Nc2cccnc2)c1,-19,24,1,2,-5,2.8,-1,-2,4,-22
COc1ccc(N2CCN(C(=O)COC(=O)CNC(=O)c3ccccc3)CC2)cc1,-2,6,1,-4,23,0.5,-1,-1,-15,-13
O=C(O)C1CCCN(S(=O)(=O)c2ccccc2[N+](=O)[O-])C1 (stereo not drawn),-4,17,2,-2,10,0.2,0,-2,-26,6
CCC(CC)c1nnc(NC(=O)c2ccc([N+](=O)[O-])cc2)s1,-3,-38,1,5,16,-0.1,1,-3,-3,18
O=C(NNC(=S)Nc1cccc(C(F)(F)F)c1)c1cccc(Cl)c1,2,-8,-3,7,18,0.1,-7,-3,12,18
Cc1nc(SCC(=O)N2CCc3ccccc32)n[nH]1,1,-68,-2,-2,13,0.3,-4,5,-24,15
C#CCNC(=O)C1=C[C@@H](C2CCCCC2)C[C@@H](OCc2ccc(CO)cc2)O1,7,4,-3,2,16,-1.9,1,13,2,-4
c1ccc2[nH]c(CN3CCOCC3)nc2c1,-18,3,-2,3,14,0.1,-25,-2,-2,-6
O=C(CSc1ncnc2c1oc1ccccc12)N1CCN(c2ccccc2)CC1,3,-26,0,-3,20,0.0,2,-1,-11,-4
Cc1ccc(Nc2nc(C)nc3c2oc2ccccc23)cc1,1,25,1,17,2,1.0,-23,-1,-4,14
Cc1ccc(CNC(=S)N2CCOCC2)cc1,-11,-5,-1,-7,21,0.2,-5,-2,-33,-5
COc1ccc(NC(=O)c2cc3c([nH]c4ccccc43)c(C)n2)cc1,11,-84,0,5,12,0.0,-1,-5,3,21
COc1cc(N2CCCC2)c(OC)cc1C=O,2,27,9,9,14,0.2,-2,2,12,-2
CCCc1cc(-c2n[nH]c(C(=O)OCC)c2-c2cscn2)c(O)cc1O,1,21,8,-2,·,-0.4,·,3,-22,22
O=C(c1ccc(OC2CCN(Cc3cccc(F)c3)CC2)cc1)N1CCCCC1,-5,19,-1,-9,25,-0.4,3,3,-19,-2
Cc1cccc2cc(COC(=O)C3CCCO3)c(=O)[nH]c12 (stereo not drawn),-3,-1,-4,3,26,0.3,0,3,10,-12
CC(=O)NNc1ccc(C(F)(F)F)cc1[N+](=O)[O-],10,8,-3,5,9,0.3,7,4,6,12
Cc1ccc(C(=O)n2nc(-c3ccco3)nc2N)cc1,-1,1,5,-3,41,-0.2,2,-4,-32,7

# (cont.)
SMILES,HSF1 inh,aSyn 5UTR inh,GSK3 alpha inh,IEC-6 tox,AI-2 QS modul,HIF activator,GSK3beta inhib,HSP90 inh,KLF5 inh,HSF1 activator
Cc1nc(CNC(=O)CC2C(=O)NCCN2Cc2ccc(F)cc2)cs1 (stereo not drawn),-15,-4,-2,1,9,-0.1,3,-4,-8,-35
Cc1cc(NC(=O)CCCC(=O)N(c2ccccc2)C(C(=O)NC2CCCCC2)c2cccs2)no1 (stereo not drawn),-3,17,3,1,28,0.1,1,-1,4,4
Cc1ccccc1C(=O)NC(=S)NC1CC1,-7,-26,-3,-2,4,-0.3,1,0,-46,19
O=C(c1cc2c(s1)CCCC2)N1CCN(S(=O)(=O)c2ccccc2)CC1,4,-6,-5,·,17,0.1,-3,·,·,25
O=C(NCc1ccc2c(c1)OCO2)C(c1ccco1)N(C(=O)c1csnn1)c1ccccc1 (stereo not drawn),-1,5,1,-1,9,0.4,2,-3,-32,2
Cc1ccc(NC(=O)N2CCC(c3ccccc3)C2)cc1C (stereo not drawn),38,-51,-2,-1,8,2.0,0,4,-178,62*
Cc1[nH]nc(-c2ccc(O)cc2O)c1Oc1ccccc1,-2,4,12,-2,15,·,-3,2,2,-6
Cc1ccc(N2CC(O)=C(c3ccccc3)C2=N)cc1,9,-32,0,-3,20,1.7,0,-3,-38,20
COc1ccc(-n2c(Cc3cccn3C)nnc2SCC(=O)NC2CCCCC2)cc1,5,1,-3,-5,-1,-0.2,3,-7,-12,8
O=C1CC(N2CCOCC2)C(=O)N1c1ccc(Cl)cc1 (stereo not drawn),-8,-16,-3,-7,15,-0.1,-3,-4,-10,-15
Cc1ccn2c(=O)nc(SCC(=O)Nc3cc(C)on3)nc2c1,-7,-16,1,·,37,-9.2,-3,·,·,-8
Cc1cccc(NC(=O)Cn2nnc3sc4c(c3c2=O)CC(C)(C)OC4)c1,6,-16,-2,-2,-4,-0.8,-2,2,7,10
CN1CCN(CC#Cc2ccccc2)CC1CCO (stereo not drawn),3,10,-5,-6,19,-0.8,0,-2,-23,1
COc1ccc(CN(Cc2cc3cc4c(cc3[nH]c2=O)OCO4)C(=O)NC2CCCCC2)cc1,-1,49,-3,2,10,0.0,3,0,-34,11
Cc1occc1-c1nnc(SCC(=O)N2CCc3ccccc32)o1,-1,11,-1,-4,14,0.2,0,0,-3,8
C/C(=N\OC(=O)c1ccc(F)cc1)c1sc(-c2ccccc2)nc1C,16,-158,-6,3,-1,1.8,-3,1,-42,40
CC(NC(=O)c1cc(-c2cccs2)on1)c1ccccc1 (stereo not drawn),7,6,-2,1,39,0.2,0,-5,-19,3
CCOc1ncccc1C(=O)N1CCN(S(=O)(=O)c2ccc3ccccc3c2)CC1,0,2,-2,-4,10,-0.7,5,1,-6,10
CCOc1cc(N2C(=O)CC3CS(=O)(=O)CC32)c(OCC)cc1NC(=O)c1ccccc1 (stereo not drawn),-3,12,0,-6,21,-0.4,1,-2,-23,-17
O=C(NCCSCc1ccc(Cl)cc1Cl)c1ccc(CN2CCOCC2)cc1,3,11,-1,1,-2,-0.3,0,-3,-11,14
CC(C)(C)n1nnnc1C(c1ccncc1)N1CCN(C2CCCCC2)CC1 (stereo not drawn),-2,5,-1,-4,9,-0.2,-2,1,-16,8
Cc1cc(C)n2nc(NCc3cccc(Br)c3)nc2n1,12,-12,-1,4,3,0.5,4,2,-21,17
CC1=C(C(=O)Nc2ccc(Br)cc2)C(c2ccco2)NC(=O)N1 (stereo not drawn),-1,10,3,2,20,0.5,0,5,-10,16
O=C(O)C=C(Br)Br,9,9,5,-5,23,0.3,2,-9,-18,36
CCOc1ccc2nc(NC(=O)c3cccc(-c4cc5ccccc5oc4=O)c3)sc2c1,5,-6,-1,2,16,3.7,-4,0,-16,-7

# Looked up by compound from the list above:
SMILES,HSF1 inh,aSyn 5UTR inh,GSK3 alpha inh,IEC-6 tox,AI-2 QS modul,HIF activator,GSK3beta inhib,HSP90 inh,KLF5 inh,HSF1 activator
O=C(NCCSCc1ccc(Cl)cc1Cl)c1ccc(CN2CCOCC2)cc1,3,11,-1,1,-2,-0.3,0,-3,-11,14
CCOc1ccc2nc(NC(=O)c3cccc(-c4cc5ccccc5oc4=O)c3)sc2c1,5,-6,-1,2,16,3.7,-4,0,-16,-7

# Following part:
SMILES,HSF1 inh,aSyn 5UTR inh,GSK3 alpha inh,IEC-6 tox,AI-2 QS modul,HIF activator,GSK3beta inhib,HSP90 inh,KLF5 inh,HSF1 activator
O=C(O)CCn1cnc2ccccc2c1=O,-6,7,2,8,16,-0.2,-2,-1,-24,-10
COc1cc(N(C)C)c([N+](=O)[O-])cc1C(=O)N1CCOCC1,11,0,0,5,-8,-0.3,1,4,-8,5
CCN(CC)S(=O)(=O)c1cccc(-c2nnc(C(=O)c3ccc(C(F)(F)F)cc3)o2)c1,1,17,-2,-2,4,-0.1,2,-1,-4,-9
Cc1sc2ncnc(N/N=C/c3cccc(O)c3)c2c1C,·,-75,6,5,15,·,-2,-3,-4,·
C=CCn1cc(Cl)cc(C(=O)Nc2ccccc2)c1=O,1,-1,-1,4,-5,0.6,0,-2,-57,3
COc1ccc(CCNC(=O)c2ccc(CS(=O)Cc3ccc(Cl)cc3)o2)cc1OC (stereo not drawn),1,10,-5,5,-6,1.2,1,-2,-16,-11
COc1ccc(N2CCN(C(=O)c3ccc(Br)cc3)CC2)c([N+](=O)[O-])c1,7,31,0,0,20,-0.1,-1,2,-8,8
CCOC(=O)CC1C(=O)NCCN1S(=O)(=O)c1cccc(C(F)(F)F)c1 (stereo not drawn),-3,7,-3,-4,36,-0.3,3,-3,-10,7
Cc1ccc(N=Cc2cc(Cc3ccccc3Cl)cc([N+](=O)[O-])c2O)c(O)c1,6,-4,2,2,28,-0.1,0,4,-21,34
Cc1ccc(-n2c(SCC(=O)N3CC(=O)Nc4ccccc43)nc3ccccc3c2=O)cc1,3,23,-1,5,25,-0.4,8,11,8,4
C#CCOCCOCCOCCNc1nc(N2CCOCC2)nc(N2CCN(C(=O)[C@H]([C@@H](C)O)n3cc(CCCCN)nn3)CC2)n1,-6,2,1,3,18,-2.0,0,2,-17,-6
O=C(Nc1ccccc1)Nc1ccccc1Br,9,-94,-2,-2,-5,1.8,-1,2,-63,15
CCOc1ccc(NC(=O)NCCN2CCN(c3ccccc3F)CC2)cc1,-9,16,-2,1,10,-0.8,1,0,-22,1
O=C(NN1C(=O)C2C(C1=O)C1C=CC2C12CC2)c1ccccc1 (stereo not drawn),-6,-7,-1,-1,14,-0.2,1,-1,4,-1
C/C(CC(=O)Nc1cc(C)cc(C)c1)=N\NC(=O)c1ccccn1,24,-165,-6,3,22,4.2,0,3,-75,33
CC(=O)N1CCCc2cc(S(=O)(=O)N3CCCC(C(=O)N4CCN(c5cccc(Cl)c5)CC4)C3)ccc21 (stereo not drawn),-1,18,1,9,27,-1.1,-2,0,-15,4
Cc1sc(N)c(C#N)c1C,1,4,0,2,12,-0.4,2,6,-20,21
COc1cc(CN2CCc3ccccc3C2)cc([N+](=O)[O-])c1O,14,11,-2,-1,·,1.9,·,2,-17,16
